Compound activity (PubChem BioAssay)
POLK inh: blocks human DNA polymerase kappa activity. Q9UBT6. purified Pol kappa, fluorescent DNA synthesis assay, 10 min. Potency, µM (top dose mostly 107 µM), for the others: at the top dose activity, negative = inhibition, actives largely listed as inhibitors. 400,000 compounds, 0.53% hits. AID 588579; further: on the % scale 0 is the no-effect control and ±100 the full control effect
Target sequence (Q9UBT6 whole entry, looked up): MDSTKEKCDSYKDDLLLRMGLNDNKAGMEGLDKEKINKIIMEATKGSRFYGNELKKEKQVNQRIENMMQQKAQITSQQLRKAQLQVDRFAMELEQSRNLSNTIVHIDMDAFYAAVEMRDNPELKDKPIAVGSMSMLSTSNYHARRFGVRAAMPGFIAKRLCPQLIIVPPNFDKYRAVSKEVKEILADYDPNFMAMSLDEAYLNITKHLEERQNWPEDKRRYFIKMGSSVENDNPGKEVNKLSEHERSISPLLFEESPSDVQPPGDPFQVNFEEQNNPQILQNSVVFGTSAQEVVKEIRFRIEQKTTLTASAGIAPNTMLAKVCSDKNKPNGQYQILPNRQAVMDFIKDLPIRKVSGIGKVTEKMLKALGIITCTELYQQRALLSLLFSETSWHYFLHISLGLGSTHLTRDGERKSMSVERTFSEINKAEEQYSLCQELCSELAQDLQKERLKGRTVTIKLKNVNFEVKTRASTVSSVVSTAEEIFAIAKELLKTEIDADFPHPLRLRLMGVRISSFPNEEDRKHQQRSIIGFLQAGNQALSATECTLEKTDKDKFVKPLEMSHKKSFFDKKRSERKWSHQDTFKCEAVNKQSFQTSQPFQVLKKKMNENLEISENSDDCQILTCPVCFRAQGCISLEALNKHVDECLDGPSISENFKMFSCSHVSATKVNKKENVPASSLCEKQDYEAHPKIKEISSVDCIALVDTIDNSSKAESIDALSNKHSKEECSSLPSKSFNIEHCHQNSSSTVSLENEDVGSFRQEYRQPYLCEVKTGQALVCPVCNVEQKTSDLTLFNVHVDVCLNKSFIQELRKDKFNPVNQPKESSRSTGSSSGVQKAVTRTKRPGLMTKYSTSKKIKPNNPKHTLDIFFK
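Inhibition of 10 nM Pol kappa is measured by a fluorescent read-out at 0 and 10 min following addition of 50 nM substrate (final), with a 15-min room-temperature compound preincubation.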
POLH inh: inhibitors of human DNA polymerase eta; Potency, µM (doses to about 114 µM), for the others: at the highest dose activity change, negative = inhibition, hits mostly inhibitors; recombinant Pol eta, fluorescent DNA replication assay; 390,000 compounds, 1.2% hits; Q9Y253; further: on the % scale 0 is the no-effect control and ±100 the full control effect
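Pol eta (10 nM) was preincubated with compounds for 15 min at room temperature, after which fluorescent replication substrate (50 nM final) was added to start the reaction. Fluorescence was read kinetically at 0 and 10 min.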
JMJD2A Tudor inh: JMJD2A Tudor domain (human) inhibition; O75164; AlphaScreen JMJD2A-Tudor / H3K4me3 peptide binding; Potency, µM (doses to about 114 µM), without a hit: at the top dose activity change, negative = inhibition, actives largely listed as inhibitors; 390,000 compounds, 4.4% hits; AID 504339; further: on the % scale 0 is the no-effect control and ±100 the full control effect; nearly all actives have a fitted effect of over 50% in size
G9a block: blocks human histone lysine methyltransferase G9a; 350,000 compounds, 8.8% hits; G9a H3K9 monomethylation, AlphaScreen, 2 h; Potency, µM (series often up to 102 µM), for the others: at the highest dose activity, negative = inhibition, actives largely listed as inhibitors; AID 504332; Q96KQ7; further: on the % scale 0 is the no-effect control and ±100 the full control effect; nearly all actives have a fitted effect of over 75% in size
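Step 1: enzyme (final 20 nM) with compound, 15 min RT. Step 2: substrate peptide 500 nM and SAM 20 uM, 2 h RT. Step 3: anti-H3K9me1 antibody and AlphaScreen beads, 10 min, then plate read.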
POLI inh: blocks human DNA polymerase iota activity | Q9UNA4 | Pol iota fluorescent replication assay, 10 min | Potency, µM (series often up to 115 µM), for inactives: at the top dose activity, negative = inhibition, most hits filed as inhibitors | 390,000 compounds, 1% hits | AID 588590
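Fluorescent replication assay read twice, at 0 min and 10 min after adding 50 nM (final) substrate. Enzyme (10 nM) and compounds were first incubated 15 min at room temperature; enzyme-free buffer wells were negative controls.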
BAZ2B inh: blocks human BAZ2B; AID 504333; AlphaScreen BAZ2B-H3K14Ac peptide displacement; 360,000 compounds, 4.4% hits; Q9UIF8; Potency, µM (highest dose often 114 µM), for inactives: top-dose activity change, negative = inhibition, most hits filed as inhibitors; further: on the % scale 0 is the no-effect control and ±100 the full control effect; nearly all actives have a fitted effect of over 60% in size
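AlphaScreen displacement of biotin-H3(5-23)K14Ac peptide (50 nM final) from BAZ2B (50 nM final) in PBS pH 7.4, 0.01% Tween-20; complex preformed 30 min RT, then compounds (top 110 uM) 30 min RT, beads 20 min dark.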
BLM inh: inhibitors of human Bloom syndrome helicase BLM | recombinant BLM DNA unwinding, fluorescence dequenching | Potency, µM (top dose mostly 56.1 µM), without a hit: top-dose activity change, negative = inhibition, usual class: inhibitors | 350,000 compounds, 0.2% hits | AID 2528;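 further: plate controls were vehicle for no effect and no enzyme for full effect; nearly all actives have a fitted effect of over 35% in size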
Pol beta inh: blocks human DNA polymerase beta activity | 340,000 compounds, 1.3% hits | Pol beta primer extension/strand displacement, fluorescence kinetic | P06746 | Potency, µM (doses to about 114 µM), inactives show at the highest dose activity change, negative = inhibition, hits mostly inhibitors; further: on the % scale 0 is the no-effect control and ±100 the full control effect
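Kinetic readout of DNA synthesis with strand displacement by Pol beta. Compound and 10 nM enzyme sit 15 min at room temperature; 50 nM substrate starts the reaction, read immediately and at 10 min.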
APE1 inh: inhibitors of human APE1 endonuclease; Potency, µM (top dose mostly 65.8 µM), inactives show top-dose activity change, negative = inhibition, actives largely listed as inhibitors; recombinant APE1, TAMRA/BHQ-2 abasic DNA cleavage fluorescence; 350,000 compounds, 0.35% hits; AID 2517; P27695;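 further: plate controls were vehicle for no effect and reference inhibitor for full effect; nearly all actives have a fitted effect of over 55% in size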
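Activity was derived from the fluorescence gain between first and third kinetic reads (60 s intervals, ex 525/em 598 nm) after 50 nM THF-abasic TAMRA/BHQ-2 duplex was added to 0.75 nM APE1 preincubated 15 min with compound.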
* marks the source's active call; other numbers are inactive results; ? = inconclusive; . = no result given; & = joins results of further samples; ! = not confirmed by another sample; [ ] = remark or other dose. The call rests on the fitted dose curve; in most records, active means well fitted curve in the direction sought with a large enough effect; inconclusive means small, poorly fitted or top-dose-only effect, or another doubt; inactive means no such curve, though single readings can be large; an effect the other way counts as inactive or inconclusive. Potency means the concentration at half of the fitted maximal effect. Some of the compounds tested. The share of hits here may be higher or lower than overall.

compound | POLK inh | POLH inh | JMJD2A Tudor inh | G9a block | POLI inh | BAZ2B inh | BLM inh | Pol beta inh | APE1 inh
O=Cc1ccccc1OCCN1CCCC1=O | -4% | 4% | -5% | -14%[2.33 µM] | ? | -16% | -7% | 3% | 13%
COc1ccc(CC(=O)NCC(=O)N/N=C/c2sccc2C)cc1 | -9% | -13% | -1% | -3%[12.7 µM] | 10% | -4% | -14% | 25% | -4%
Cc1cc(C)cc(-n2c(SCC(=O)N3CCCC3)nc3c([nH]c4ccccc43)c2=O)c1 | -5%[60.1 µM] | -1% | -7% | 5%[59 µM] | 19% | 9% | -5% | -1% | .
O=C(NC1CCCCC1)C1CC(=O)N(c2cccc([N+](=O)[O-])c2)C1 (stereo not given) | 1% | -17% | 6% | ? | -3% | 3% | -6% | 2% | 2%
CC(C)CN(C(=O)CSc1n[nH]c(-c2cccs2)n1)C1CCS(=O)(=O)C1 (stereo not given) | -10% | -10% | -3% | ? | 3% | 10% | . | . | 2%
Cc1ccc2c(c1)/C(=C/c1ccccc1)C(=O)N2 | -6% | -10% | ? | 13% | -6% | ? | -13% | 11% | -7%
NC(CO)C(=O)NNCc1ccc(O)c(O)c1O (stereo not given) | 2%[60.1 µM] | 1% | 10µM* | 1.4µM* | 32µM* | 4.5µM* | -21%&-1% | ? | 0.45µM*!
Cc1c(C(=O)N2CCOCC2)oc2ccccc12 | 7% | -11% | -8% | ? | -12% | 16% | . | . | -8%
CCN(CC)CCn1c2c(c(SCC(=O)Nc3ccccc3Cl)nc1=O)CCCC2 | 7% | -10% | 2% | 2%[0.501 µM] | 30%[activator] | 0% | . | . | 38%
CCOc1ccc(C(=O)NCCSc2c(C)[nH]c3ccccc23)cc1OCC | -7% | -27% | -32% | -8%[59 µM] | 9% | -26% | -10% | -20% | .
Cn1c(CNC(=O)c2ccc(Cl)cc2)nnc1SCC(=O)Nc1sc2c(c1C#N)CCCC2 | -9% | 0% | -26% | -6% | ? | 6% | -8% | ? | 4%
COc1ccc(NC(=O)Nc2cccc3ccccc23)c(OC)c1 | -8% | -12% | -16% | -26%[12.7 µM] | 27% | -26% | -8% | -13% | 0%

Four compounds picked at random from those above, as already listed:
compound | POLK inh | POLH inh | JMJD2A Tudor inh | G9a block | POLI inh | BAZ2B inh | BLM inh | Pol beta inh | APE1 inh
CC(C)CN(C(=O)CSc1n[nH]c(-c2cccs2)n1)C1CCS(=O)(=O)C1 (stereo not given) | -10% | -10% | -3% | ? | 3% | 10% | . | . | 2%
COc1ccc(CC(=O)NCC(=O)N/N=C/c2sccc2C)cc1 | -9% | -13% | -1% | -3%[12.7 µM] | 10% | -4% | -14% | 25% | -4%
Cc1ccc2c(c1)/C(=C/c1ccccc1)C(=O)N2 | -6% | -10% | ? | 13% | -6% | ? | -13% | 11% | -7%
CCN(CC)CCn1c2c(c(SCC(=O)Nc3ccccc3Cl)nc1=O)CCCC2 | 7% | -10% | 2% | 2%[0.501 µM] | 30%[activator] | 0% | . | . | 38%

More structures
compound | POLK inh | POLH inh | JMJD2A Tudor inh | G9a block | POLI inh | BAZ2B inh | BLM inh | Pol beta inh | APE1 inh
CCOC(=O)c1cnc2ccc(C)cc2c1Sc1ccc(F)cc1 | -12% | -17% | 49%[activator] | 37%[59 µM] | 12% | 111%[activator] | 5% | 11% | 1%
FC(F)(F)c1cccc(N2CCC(N=CN3CCCCCC3)=N2)c1 | -12% | 89µM* | -15%[11.4 µM] | 40µM* | -12% | 40µM* | -2% | 9% | -6%
Cc1cccc(OCC(=O)N2CCC3(CC2)CC(=O)c2ccccc2O3)c1 | 2% | -17% | -2% | 6%[0.501 µM] | 51%[activator] | 10% | . | . | 9%
CCCCS(=O)(=O)Nc1ccc(Cc2ccncc2)cc1 | 1% | 7% | -13% | 9%[59 µM] | 19% | 10% | 1% | -1% | 1%
Nc1ccc(S(=O)(=O)c2ccc(N)nc2)cc1 | -5% | -12% | -20% | . | -18% | . | . | . | .
CCS(=O)(=O)N1CCc2nc(-c3ccccc3)sc2C1 | -3% | -22% | -20% | -3% | 17% | 2% | -6% | 9% | 3%
CC(=O)c1cn(-c2ccc(Cl)cc2)c(=O)n(Cc2ccc(F)cc2)c1=O | 5% | -15% | -17% | . | 49%[activator] | -2% | -1% | 12% | 10%
COc1cccc(/C=N/NC(=O)c2cccs2)c1 | -2% | 4% | -5% | -3% | 38%[activator] | -10% | -1% | 25% | 2%
CC(=O)c1ccc(NC(=O)Nc2ccc([N+](=O)[O-])cc2C)cc1 | -14% | ? | -16% | 16%[59 µM] | 20% | -1% | -11% | -6% | -3%
CC(OC(=O)CCCC(=O)Nc1ccc(F)cc1)C(=O)c1ccccc1 (stereo not given) | 4% | -21% | 2% | 20% | 19% | -9% | -6% | 4% | 21%
CCCCn1c(N)c(N(CCC(C)C)C(=O)CSc2nnc(C)s2)c(=O)[nH]c1=O | 5% | -8% | -3% | 0%[59 µM] | 1% | 23% | -2% | 6% | 0%
Cc1ccccc1C(=O)NNC(=O)Cc1ccccc1 | -6% | -3% | -14% | 15%[12.7 µM] | -39% | 4% | -1% | 1% | -6%
COc1ccccc1NC(=O)C1CCC(CNc2c(N3CCCCC3)c(=O)c2=O)CC1 (stereo not given) | -4% | -12% | -10% | 0% | 15% | -4% | -2% | 1% | 1%
O=C(c1nnc(-c2ccncc2)o1)c1ccccc1Cl | -2% | 8% | -15% | 7% | -2% | 1% | 1% | 22% | 2%
Clc1ccc(-c2nnc(SCc3nc4ccccc4s3)o2)cc1 | ? | -7% | 7% | 49%[activator][59 µM] | ? | 32%[activator] | -3% | 1% | 0%
CC(=O)N1CCc2cc(S(=O)(=O)NCCCOC(C)C)ccc21 | -3% | -13% | -12% | 4% | 8% | -1% | 0% | 0% | -6%
CCOC(=O)N1CCN(C(=O)c2ccc(Oc3ccc([N+](=O)[O-])cc3)cc2)CC1 | -5% | -5% | -20% | -15% | 88%[activator] | -16% | -4% | -3% | -3%
COc1ccc(NC(=S)NCc2ccc(S(N)(=O)=O)cc2)cc1OC | 1% | -18% | ? | ? | 21% | -9% | -7% | -17% | 3%
CN(C)c1oc(-c2ccccc2Cl)nc1C#N | -1% | -15% | -21% | ? | -14% | ? | 0% | 8% | 1%
COc1ccccc1NC(=O)CCn1c(=O)sc2ccccc21 | 3%[60.1 µM] | 7% | -10% | 9%[59 µM] | 9% | 4% | 6% | 20% | 1%
COc1ccc(NS(=O)(=O)c2ccc(NS(C)(=O)=O)cc2)cc1 | -4% | -9% | -17% | 1%[59 µM] | 5% | 3% | 0% | 14% | -3%
CN(C(=O)c1ccc(C#N)cc1)c1nnc(-c2cnccn2)s1 | 3% | -11% | -8% | 11%[12.7 µM] | 18% | -5% | -5% | 18% | 3%
COc1ccc(NC(=O)c2sc(N3CCOCC3)nc2-c2ccccc2)c(OC)c1 | -10% | -12% | -16% | -7% | 0% | 9% | -1% | 9%[57.1 µM] | 0%
COC(=O)COc1c(Cl)cc(Cl)c2ccc(C)nc12 | 5% | -8% | 8% | 86%[activator] | -6% | -15% | -6% | 4% | ?
CC1CCN(c2nc3c(cc2C#N)COC(C)(C)C3)CC1 | -16% | -8% | 52%[activator] | 87%[activator] | 115%[activator] | 60%[activator] | -6% | 7% | 6%
Cc1ccc(CNC(=O)c2cnn(-c3cccc(C)c3)c2C2CCN(C(=O)OC(C)(C)C)CC2)cc1 | -8% | -3% | -33% | ? | -8% | 2%[57.1 µM] | -12% | -1% | .
COc1cc(Cl)ccc1OCc1cc(C(=O)NCC(C)c2ccccc2)no1 (stereo not given) | -1% | -13% | 14% | -16% | ? | 6% | -10% | 4% | 5%
CCC(COC)NCc1cn(-c2ccc(F)cc2F)nc1-c1ccccc1C (stereo not given) | 7% | -6% | -12% | -33% | 41% | 1% | 0% | 9% | 3%
Cc1cccc2c(Cl)cc(=O)[nH]c12 | . | . | . | 18%[59 µM] | . | 8% | -7% | 11% | 4%
Cc1cccc(OCCCCn2c(C3CC(=O)N(c4ccccc4Cl)C3)nc3ccccc32)c1 (stereo not given) | -13% | 0% | -35% | 13µM* | ? | 50µM* | -11% | 21% | .
N#C/C(=C\c1c(N2CCOCC2)nc2ccccn2c1=O)S(=O)(=O)c1ccccc1 | -13% | -11% | -33% | . | -3% | -36% | -3% | 27% | 2%
Cc1csc(SCC(=O)NC23CC4CC(CC(C4)C2)C3)n1 | -1% | -19% | 6% | 8%[59 µM] | 10% | 11% | -6% | 1% | 0%
Cc1ccc(C(=O)N2CCN(Cc3cc(=O)n4nc(-c5ccccc5)sc4n3)CC2)cc1 | -7%[60.1 µM] | 18% | -2% | -11%[59 µM] | -19% | -10% | -2% | -8% | .
O=C(Nc1cccc2ncccc12)c1cc2ccccc2o1 | 1% | -8% | -28% | -16% | 21% | 10% | -2% | 17% | -3%
COc1ccccc1CCNC(=O)c1cc2c(=O)n3cccc(C)c3nc2n1C | -14% | -16% | -34% | -7%[59 µM] | -27% | -21% | -7% | ? | .
COc1ccc(-c2c(C(F)(F)F)oc3cc(OCC(=O)Nc4ccccc4C(F)(F)F)ccc3c2=O)cc1OC | 2% | -10% | -4% | 0% | 29% | -1% | -8% | 2% | 0%
COc1ccc(N2CCN(c3nc(Cl)nc(N4CCOCC4)n3)CC2)cc1 | 0% | 1% | ? | 7.9µM* | 5% | -7% | -4% | 3% | 18%
c1cn(-c2ncnc3ccc(-c4ccoc4)cc23)cn1 | -4%[60.1 µM] | . | . | -1%[0.501 µM] | . | . | 4% | . | 1%
Cc1cc(C(=O)OCC(=O)NCc2ccco2)c(C)o1 | -24% | ? | -34% | -4% | ? | . | -12% | ? | ?
Cc1ccc(NC(=O)CN(C)C(=O)CSc2n[nH]c(N)n2)cc1 | -5% | -7% | -6% | 12%[12.7 µM] | 6% | 12% | 2% | 11% | -8%
